Shiga inhibitor: inhibitors of Shiga toxin in Vero cells; inhibition, % at 38.7 µM; Vero cells, Shiga toxin protein synthesis inhibition reporter; actives 9.2% (n = 290,000); in the data active = inhibition mostly above about 28%, no sharp cut-off; inactive = mostly below about 43%; also: 0% is about no effect
Giardia FBPA inh: inhibitors of Giardia lamblia fructose-1,6-bisphosphate aldolase | purified Giardia FBPA | Potency, µM (titrated, usually from 59.6 µM), without a hit: at the top dose activity, negative = inhibition, most hits filed as inhibitors | actives 0.71% (n = 290,000) | AID 2451; also: potency is read from the fitted curve at half-maximal effect; % is scaled to controls: 0 for no effect and ±100 for the full control effect; nearly all actives have a fitted effect of over 55% in size
Target sequence (A8B2U2 whole entry, looked up): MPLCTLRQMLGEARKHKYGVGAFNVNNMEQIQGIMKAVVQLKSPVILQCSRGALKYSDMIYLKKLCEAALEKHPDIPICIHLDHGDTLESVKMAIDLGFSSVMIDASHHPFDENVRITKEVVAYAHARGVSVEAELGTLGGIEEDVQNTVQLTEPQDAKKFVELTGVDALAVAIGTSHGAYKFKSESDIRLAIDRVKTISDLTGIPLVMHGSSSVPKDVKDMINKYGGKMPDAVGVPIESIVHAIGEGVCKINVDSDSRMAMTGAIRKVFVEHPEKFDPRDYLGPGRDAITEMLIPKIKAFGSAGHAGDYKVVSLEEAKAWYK
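Giardia FBPA (40 nM reagent) was preincubated 10 min at RT with compound (up to 57.5 uM final), then substrate plus GAPDH/TPI/NAD/arsenate coupling system with diaphorase/resazurin was added; resorufin fluorescence (525/598 nm) was read after 20 min.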
Pf growth 48h: P. falciparum growth inhibition at 48 hours (one generation); AID 504832; actives 5.9% (n = 310,000); P. falciparum luciferase growth in erythrocytes, 48 h; Potency, µM (titrated, usually from 28.7 µM), for inactives: at the top dose activity change, negative = inhibition, hits mostly inhibitors; also: potency is read from the fitted curve at half-maximal effect; % is scaled to controls: 0 for no effect and ±100 for the full control effect
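Read-out is firefly luciferase luminescence from an integrated reporter in P. falciparum, so falling signal marks reduced parasite growth. Infected erythrocytes were at 2% hematocrit and 0.1% parasitemia (final) in Albumax-supplemented RPMI 1640.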
HCV inhibitor: inhibitors of hepatitis C virus infection. actives 3.4% (n = 340,000). Potency, µM (series often up to 41.8 µM), without a hit: at the highest dose activity change, negative = inhibition, hits mostly inhibitors. Huh7.5.1 HCVcc-Cre infection, luciferase reporter, 44 h; also: potency is read from the fitted curve at half-maximal effect; % is scaled to controls: 0 for no effect and ±100 for the full control effect
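HCVcc-Cre virus at an moi near 0.5 was added right after compound to cells cultured 4 h from seeding (1,000 cells/well). Luciferase activity was determined 44 h later, 15 min after substrate addition at RT.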
Cycloheximide cs: counter-screen for Shiga toxin inhibitors: cycloheximide protein synthesis inhibition | cell reporter, cycloheximide protein synthesis inhibition counterscreen | max response, % | actives 12% (n = 300,000) | AID 2314; in the data active = max response mostly above about 13%, no sharp cut-off; inactive = mostly below about 14%; also: read at 38.3 µM for the half of the compounds with a filed dose; 0% is about no effect
Pf growth 96h: P. falciparum growth inhibition at 96 hours. actives 6.9% (n = 320,000). P. falciparum luciferase reporter growth, 96 h. Potency, µM (titrated, usually from 28.7 µM), inactives show top-dose activity change, negative = inhibition, hits mostly inhibitors; also: potency is read from the fitted curve at half-maximal effect; % is scaled to controls: 0 for no effect and ±100 for the full control effect
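Luminescence readout: decreased luciferase signal marks inhibited growth of reporter-expressing P. falciparum in infected red cells (2% hematocrit, 0.05% parasitemia final), exposed to compound two generations (96 h, 37 C, 5% CO2).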
* hit, by the source's call; i = inactive; ? = inconclusive; . = not tested or not shown; & = joins results of further samples; [ ] = dose if it differs, or a comment. Unless noted, calls follow the shape of the dose curve; as a rule, active = well fitted curve in the direction sought with a large enough effect; inconclusive = small, poorly fitted or top-dose-only effect, or another doubt; inactive = no such curve, though single readings can be large; an effect the other way counts as inactive or inconclusive.

SMILES,Shiga inhibitor,Giardia FBPA inh,Pf growth 48h,HCV inhibitor,Cycloheximide cs,Pf growth 96h
CCc1ccc(-n2c(CSc3nnnn3-c3ccccc3)nc3ccccc3c2=O)cc1,-6,-1%,.,11%,-3,2%
COCCC(=O)N1CCC(Oc2ccc(C(=O)N3CCC[C@H]3CO)cc2)CC1,25,.,13%,-2%,9,?
O=C(Cc1ccc(Cl)cc1)c1c[nH]c(C(=O)NCCCN2CCOCC2)c1,1,-2%,?,8%,-4,-7%
COc1ccc(S(=O)(=O)N2CCOCC2)cc1C(=O)NC1CCCCC1,-17,.,4%,6%,-3,4.7µM*
CCOC(=O)Nc1ccc(S(=O)(=O)Nc2cc(C)nc(C)n2)cc1,-3,8%,.,25%,-3,-12%
O=c1cc(-c2ccccc2)oc2cc(OCc3ccccc3)cc(O)c12,6,4%,-4%,?,-2,98%[activator]
CN(Cc1ccccc1NCC(=O)Nc1ccccc1C#N)C1CCCCC1,20,5%,?,10%,1,?
COc1ccc(C(=O)/C=C/c2ccc(-c3ccccc3)cc2)cc1CSCC(=O)O,-14,.,0%,.,17,-23%
O=C(/C=C/c1ccccc1)NC(=S)NNC(=O)c1cccnc1,-6,22%,-1%,3%,-4,3%
Cc1nc(NCCc2ccc(Cl)cc2)c2nnn(Cc3ccccc3)c2n1,.,6%,-8%,2%,-2,-26%
O=C(NCCc1ccccc1F)C1CCC(=O)N(Cc2ccc(Cl)cc2)C1 (stereo unspecified),0,1%,11%,13%,5,122%[activator]
CC(C)c1ccc(N(C(=O)c2csnn2)C(C(=O)NC2CCCC2)c2ccncc2)cc1 (stereo unspecified),66*,5%,-13%,-20%,30*,11%
CCC(=O)Nc1nnc(-c2ccccn2)o1,-3,-4%,36%[activator],22%,0,4%
CN(C(=O)CN1C(=O)S/C(=C\c2cccc(Cl)c2)C1=O)C1CCS(=O)(=O)C1 (stereo unspecified),25,.,?,15%,13,-18%
COc1ccc(-c2csc3ncnc(Cl)c23)cc1,-26,-6%,1.3µM*,-1%,-3,19%
COc1cc(CC(=O)N2CCc3ccccc32)cc(OC)c1OC,-14,-6%,-3%,-21%,2,.
Cc1cc(Cl)ccc1OC(C)C(=O)NCCCCc1ccccc1 (stereo unspecified),-14,-3%,-8%,-24%,-7,.
Cc1ccc(-c2c(C#N)c(N)nc3c2CCCCC3)o1,-6,-9%,6%,5%,-4,.
N=C1C(c2ccccc2)=C(O)C2CCc3ccccc3N12 (stereo unspecified),-10,-2%,.,-12%,-3,?
CCOc1ccc2nc(NC3=NC(C)(C)C=C(C)N3)nc(C)c2c1,-12,0%,.,?,-3,?
CCN(CC)c1ccc(/C=C(\C#N)C(=O)c2ccc(Br)cc2)cc1,-3,0%,0%,10%,20*,9%
O=C(Cc1n[nH]c(=O)c2ccccc12)NC(c1ccccc1)c1ccccc1,39,0%,32%[activator],-19%,16*,?
CCCCOC(=O)n1c(=O)oc2ccc(S(=O)(=O)N3CCCCC3)cc21,15,8%,0%,-7%,-2,0%
COc1ccc(C2(C)NC(=O)N(CC3CCCCC3)C2=O)cc1 (stereo unspecified),-11,.,-2%,9%,-2,1%
Cc1ccc(Cl)cc1N1CCN(S(=O)(=O)c2c(C(=O)N3CCOCC3)c(C)n(C)c2C)CC1,-8,9%,?,21%,9,9%
O=C(Nc1ccc(Oc2ccccc2)cc1)C1CCCO1 (stereo unspecified),190*,-5%,12%,-19%,31*,21%
C=CCNC(=S)Nc1ccc(N2CCOCC2)c(S(=O)(=O)Nc2ccccc2Cl)c1,-15,-7%,-20%,?,-2,-17%
Cc1occc1C(=O)N1CCCC(Nc2ccc(F)c(F)c2)C1 (stereo unspecified),-26,.,1%,2%,6,33%[activator]
COc1ccc(N2CCN(C(=O)c3ccccc3NS(=O)(=O)c3ccc(C)cc3)CC2)cc1,-10,.,-30%,.,8,-21%
Cc1cc(C)c(C#N)c(N2CCC(C(N)=O)CC2)n1,-16,5%,33%[activator],1%,-3,?

Next section
SMILES,Shiga inhibitor,Giardia FBPA inh,Pf growth 48h,HCV inhibitor,Cycloheximide cs,Pf growth 96h
CC1CCN(Cc2c(C(=O)N/N=C/c3cccc(Cl)c3)nnn2-c2nonc2N)CC1,-6,.,8%,-5%,1,-20%
CCCn1c(SCC(=O)Nc2cccc(C(=O)OCC)c2)nnc1-c1ccoc1C,5,0%,?,?,14,?
CCCc1c(C(=O)Nc2ccc(F)cc2)cnn1-c1ccccc1,58*,-9%,-24%,?,33*,-24%
COc1ccc(S(=O)(=O)N(Cc2ccccc2)Cc2nc3ccccc3c(=O)[nH]2)cc1,3,1%,?,?,-2,22%
Nc1nc(Cl)nc2c1ncn2[C@H]1C[C@H](O)[C@@H](CO)O1,-6&-8,-2%&0%&5%,7%,?,-2&-3,2%
COc1cccc(NC(=S)N(CCCN2CCOCC2)C(C)c2cc3ccccc3o2)c1 (stereo unspecified),-3,-4%,?,-7%,-4,1%
O=C(NCCc1c[nH]c2ccccc12)OCCSS(=O)(=O)O,-4,?,7%,2%,-1,12µM*
Cc1ccc(NC(=O)COc2ccccc2[N+](=O)[O-])nc1,56*,2%,68%[activator],-24%,14,451%[activator]
Cc1nc2c(cc1NC(=O)C(C)(C)C)nc(C)n2Cc1ccccc1,.,6%,-19%,-2%,-3,-12%
CCOc1ccc(-c2c(C(=O)N/N=C/c3ccccc3)nnn2-c2nonc2N)cc1,-11,0%,-10%,0%,-2,7%
O=C(COC(=O)Cc1c(F)cccc1Cl)NC1CCS(=O)(=O)C1 (stereo unspecified),.,.,-12%,6%,.,0%
CN(CC(=O)Nc1cccc(F)c1)CC(=O)Nc1cccc([N+](=O)[O-])c1,-17,-10%,-21%,-21%,14,?
C=CCN(C(=O)CCC(=O)Nc1cc(C)on1)C(C(=O)NC1CCCC1)c1ccc(OC)c(OC)c1 (stereo unspecified),-7,8%,-13%,-16%,-7,14%
COC(=O)c1ccc(C)c(NC(=O)c2nn(C)c(=O)c3ccccc23)c1,30,-4%,?,-4%,0,13µM*
C/C(=N\NC(=O)c1c(Cl)c(C)nn1C)c1ccc(NC(=O)C2CCC2)cc1,18,.,?,-14%,-3,?
Cc1cccc(-n2ncc3c(NCc4ccco4)ncnc32)c1,64*,-8%,313%[activator],?,35*,335%[activator]
O=C1OCCN1C(=O)[C@H]1[C@H](c2ccccc2)C(c2ccc(F)cc2)=NN1c1ccccc1,i,-7%,.,-25%,9,.
CN1/C(=c2/s/c(=C3/C(=O)N(c4ccccc4)NC3=Nc3ccccc3)n(C)c2=O)C(C)(C)c2ccccc21,-13,.,13µM*,-8%&-21%,-1,12µM*
O=C(COC(=O)CCCC1=NS(=O)(=O)c2ccccc2N1)Nc1ccc(Br)cc1,-6,.,28%,24%,-3,2%
CN(CC(=O)N1CCN(c2ccccn2)CC1)S(=O)(=O)c1ccc(Cl)cc1,-11,1%,14%,5%,-5,21%
COc1ccc(-n2c(C)c(C(=O)O)c3cc(OC)c4ccccc4c32)cc1,-13,-14%,2%,4%,2,-12%
COc1ccccc1NC(=O)c1cc(S(=O)(=O)N2CCC3(CC2)OCCO3)ccc1F,-25,0%,0%,3%,-6,47%[activator]
Cc1cccc(C)c1NC(=O)CNC(=O)c1c(C)nn(-c2ccccc2)c1C,.,.,-14%,-4%,.,-5%
O=C(c1coc(=O)c(Br)c1)N1CCOCC1,-5,-6%,0%,2%&6%,-3,-19%
Cc1cc(C)n2nc(SCCOc3ccccc3F)nc2n1,114*,2%,22%,1%,26*,13%
O=C(NCc1ccco1)c1nn2c(C(F)(F)F)cc(-c3cccs3)nc2c1Cl,-16,-1%,3%,?,-1,.
CC1CCCCC12NC(=O)N(CC(=O)OCc1ccc(Br)cc1)C2=O (stereo unspecified),.,.,?,1%,.,5%
COc1cccc(-c2[nH]nc3c2C(c2ccsc2)C(C#N)=C(N)O3)c1 (stereo unspecified),-5,-25%,10%,-9%,-2,?
CCCC(=O)NC(=S)N1CCN(c2ccc([N+](=O)[O-])cc2)CC1,2,5%,-3%,9%,-3,?
CN1CCc2c(sc(NC(=O)C3CCCCC3)c2C(N)=O)C1,14,?,8%,6%,-1,-7%

Sorted by count of non-hydrogen atoms (smallest number first): 3 of the compounds above
SMILES,Shiga inhibitor,Giardia FBPA inh,Pf growth 48h,HCV inhibitor,Cycloheximide cs,Pf growth 96h
CN(CC(=O)Nc1cccc(F)c1)CC(=O)Nc1cccc([N+](=O)[O-])c1,-17,-10%,-21%,-21%,14,?
COc1ccc(-n2c(C)c(C(=O)O)c3cc(OC)c4ccccc4c32)cc1,-13,-14%,2%,4%,2,-12%
COc1cccc(NC(=S)N(CCCN2CCOCC2)C(C)c2cc3ccccc3o2)c1 (stereo unspecified),-3,-4%,?,-7%,-4,1%

(further entries)
SMILES,Shiga inhibitor,Giardia FBPA inh,Pf growth 48h,HCV inhibitor,Cycloheximide cs,Pf growth 96h
Cc1ccc2[nH]c(=O)c(CN(CCc3ccccc3)Cc3nnnn3CC3CCCO3)cc2c1 (stereo unspecified),2,-7%,?,?,10,?
CCOC(=O)c1sc(NC(=O)c2cccc(S(=O)(=O)N3c4ccccc4CC3C)c2)cc1C (stereo unspecified),8,4%,2.9µM*,4µM*,12,?
CCOC(=O)C1CCN(C(=O)C2CCN(c3nnc(-n4cccc4)s3)CC2)CC1,-4,8%,?,-2%,13,-28%
CC(C)CNC(=O)NC(=O)COC(=O)c1ccccc1Sc1ccc(C(F)(F)F)cc1[N+](=O)[O-],-8,-4%,12%,-1%,1,?
CCCNC(=O)c1ccc(N2CCC3(CC2)CC(c2ccccc2)=NO3)c(NC(=O)Cc2ccc(F)cc2)c1,1,-12%,?,-29%,1,4.7µM*
O=C(NNC(=O)c1cc(-c2ccccc2)n(-c2ccccc2)n1)c1cccc([N+](=O)[O-])c1,6,9%,18%,-1%,14,38%[activator]
CCOC(=O)Cn1c2c(c(=N)c3c1CCC3)CCC2,44,-4%,1µM*,-15%,-1,0%
Cc1cccc(-n2c(SCC(=O)N3CCCC3)nnc2-c2ccccn2)c1C,2,0%,-10%,15%,-1,-23%
Cc1ccc(/C=N\NC(=O)c2ccc3c(c2)OCO3)o1,53,.,66%[activator],8%,37*,1.3µM*
CCC(C)(C(=O)NC1CCCC1)N(C(=O)Cc1cccs1)c1c(C)n(C)n(-c2ccccc2)c1=O (stereo unspecified),-3,1%,16%,6%,-2,?
Cc1cccc(NC(=O)CCCN2C(=O)C(c3ccccc3)Oc3cccnc32)c1C (stereo unspecified),-2,.,?,1%,1,21%
COc1ccc(N2CCN(C(=O)C3CCN(S(=O)(=O)N4CCOCC4)CC3)CC2)cc1,-4,1%,-3%,-17%,-1,.
COc1ccc(S(=O)(=O)N2CCCC(C(=O)O)C2)cc1 (stereo unspecified),-8,7%,11%,?,6,.
Cc1cc(N/N=C/c2c(O)ccc3ccccc23)nc(-c2ccccc2O)n1,-10,6%,6.6µM*,?,-2,?
CC(C)OC(=O)c1c(-c2ccc(C(C)C)cc2)csc1NC(=O)C1CCCO1 (stereo unspecified),-17,-3%,?,-19%,-4,?
Cc1ccc(S(=O)(=O)NC(=O)N2CCCN(Cc3ccc(F)cc3)CC2)cc1,-4,2%,-4%,1%,-2,21%
CC1=C2[C@H]3OC(=O)[C@@H](C)[C@@H]3CC[C@@]2(C)C=CC1=O,-8,1%,-9%,-3%,-1,34%[activator]

Source: PubChem (National Center for Advancing Translational Sciences (NCATS))
